Screening results: PubChem BioAssay, National Center for Advancing Translational Sciences (NCATS)
FEN1 inhibitor: qHTS Assay for the Inhibitors of Human Flap endonuclease 1 (FEN1). P39748. Recombinant FEN1 flap cleavage, fluorescence, 15 min. Potency, µM (titrated, usually from 114 µM), without a hit: top-dose activity change, negative = inhibition, actives largely listed as inhibitors. 390,000 tested, 0.35% active; note: nearly all actives have a fitted effect of over 65% in size
Target sequence (P39748 whole entry, looked up): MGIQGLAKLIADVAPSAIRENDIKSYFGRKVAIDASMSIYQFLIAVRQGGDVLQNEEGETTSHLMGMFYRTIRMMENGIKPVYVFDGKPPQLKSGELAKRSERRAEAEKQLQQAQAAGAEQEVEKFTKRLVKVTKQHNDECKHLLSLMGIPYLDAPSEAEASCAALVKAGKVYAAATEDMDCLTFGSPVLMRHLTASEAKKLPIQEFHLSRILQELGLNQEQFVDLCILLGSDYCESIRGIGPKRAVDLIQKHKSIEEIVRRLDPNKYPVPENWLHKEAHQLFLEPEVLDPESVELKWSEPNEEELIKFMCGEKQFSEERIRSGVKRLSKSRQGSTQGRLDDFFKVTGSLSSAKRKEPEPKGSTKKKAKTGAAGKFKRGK
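Reaction started by adding substrate (50 nM final) to 10 nM enzyme after 15 min room-temperature compound preincubation. Reads at 0 and 15 min, with data normalized and fitted to a four-parameter Hill equation.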
N370S GC: qHTS Assay for Inhibitors and Activators of N370S glucocerebrosidase as a Potential Chaperone Treatment of Gaucher Disease | Potency, µM (titrated, usually from 59.4 µM), inactives show top-dose activity change, negative = inhibition, hits mostly inhibitors | 330,000 tested, 0.092% active | N370S GC spleen homogenate, 4MU-glucoside fluorescence;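 note: 0% = full enzyme activity and -100% = no enzyme basal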
TDP1 cell CPT: qHTS for Inhibitors of human tyrosyl-DNA phosphodiesterase 1 (TDP1): qHTS in cells in presence of CPT; 420,000 tested, 12% active; Potency, µM (top dose mostly 46.2 µM), without a hit: at the top dose activity change, negative = growth inhibition, actives largely listed as inhibitors; chicken DT40 Tdp1-/-;hTDP1 cells + 20 nM CPT, ATP luminescence, 48 h; AID 686979, 2013; note: nearly all actives have a fitted effect of over 55% in size
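Chicken DT40 Tdp1-/- cells complemented with human TDP1, 400 cells/well, exposed to compounds plus 20 nM camptothecin for at least 48 h at 37 C; viability read as ATP content by CellTiter-Glo luminescence.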
An asterisk follows results filed as active; ? = inconclusive; nt = not tested or not shown; & = joins results of further samples; [ ] = remark or other dose. Calls come from the whole dose curve; as a rule, active = well fitted curve in the direction sought with a large enough effect; inconclusive = small, poorly fitted or top-dose-only effect, or another doubt; inactive = no such curve, though single readings can be large; an effect the other way counts as inactive or inconclusive. Unless noted, % is set by controls: 0 for no effect and ±100 for the full control effect; potency is the fitted concentration of half-maximal effect.

SMILES	N370S GC	TDP1 cell CPT	FEN1 inhibitor
S=C(NCc1ccccc1)C(=S)NCc1ccccc1	nt	5%	-14%
CCCCNC(=O)c1sc(=S)n2c1[nH]c(=O)c1ccccc12	15%	-25%	?
CCCc1cc(=O)[nH]c2nnc(SCC(=O)Nc3nnc(SCC)s3)n12	0%	8%	-5%
Cc1cc(NC(=O)c2cc3ccccc3o2)cc(C)c1OCC(=O)N1CCOCC1	3%	-29%	-16%
Cc1ccc2nc(-c3ccccc3)cc(C(=O)N3CCc4ccccc4C3)c2c1	16%	?	5%
O=C(CSc1ccc(-c2ccco2)nn1)NCc1ccc(F)cc1	23%	-11%	10%
COc1cccc(C(=O)NC2=NCCS2)c1OC	2%	-2%	-3%
N=C1C(c2nc(-c3ccc(Cl)cc3)cs2)=C(O)CN1NC(=O)c1ccc(O)cc1	20%	0%	0%
O=C(Nc1c(C(=O)N2CCOCC2)cnn1-c1ccccc1)c1cccc(F)c1	-1%	-14%	3%
O=C(CCc1nc2ccccc2c(=O)[nH]1)Nc1nnc(SCc2ccccc2)s1	0%	-2%	-1%
O=C(CCC1N=C2c3ccccc3N=C(SCc3ccc(Cl)cc3)N2C1=O)NCCc1ccccc1 (stereo not drawn)	nt	18µM*	-17%
C[C@H](CO)N1C[C@H](C)[C@@H](CN(C)C)Oc2c(NC(=O)CCC(F)(F)F)cccc2C1=O	nt	-7%	2%
O=C(NCCCCNC(=O)c1c(Cl)cccc1Cl)c1c(Cl)cccc1Cl	nt	1%	0%
O=S(=O)(c1cccs1)N1CCN(c2ccccc2F)CC1	-4%	10%	-24%
Cc1cc(C(=O)CSc2nnc(C3CC3)n2C2CC2)c(C)n1C(C)C	nt	-5%	-2%
Cc1ccc(-n2cccc2/C=C2\C(=N)N3N=C(c4ccco4)SC3=NC2=O)cc1	?	?	22µM*
O=S(=O)(NCCCCCNS(=O)(=O)c1ccccc1)c1ccccc1	2%	?	-5%
O=C(NCC(F)(F)F)Nc1nnc(C(F)(F)F)s1	0%	-2%	-2%
COc1ccc(N(Cc2cc(=O)[nH]c3ccccc23)C(C)=O)cc1	-10%	11%	1%
Cc1cccc(C)c1NC(=S)/C(=C(\[O-])c1cccs1)[n+]1ccccc1	3%	-19%	6%
O=C(c1ccc(Cl)cc1Cl)C1(n2cncn2)Oc2ccccc2C1O (stereo not drawn)	2%	-13%	-6%
Cc1ccc(S(=O)(=O)N(CCC(=O)O)Cc2ccc(Cl)cc2)cc1	-7%	-11%	-2%
Cc1ccc(C(=O)NNC(=O)CCC(=O)Nc2cc(C)on2)cc1	0%	-15%	-3%
COc1ccccc1-c1ccc(=O)n(CC(=O)NCC2CCCO2)n1 (stereo not drawn)	-9%	3%	2%
CC(NCC(=O)Nc1ccccc1C(=O)NC1CC1)c1cccs1 (stereo not drawn)	nt	-3%	1%
Cc1ccc(-c2cc(C(F)(F)F)n3ncc(-c4ccccc4)c3n2)cc1	nt	-3%	-6%
COC(=O)c1ccc(CSc2nc(-c3ccccc3)cs2)o1	1%	-14%	7%
CC(C)c1ccc(NC2CCCN(C(=O)c3ccsc3)C2)cc1 (stereo not drawn)	5%	23µM*	11%
O=S1(=O)CCC(N2CCOCC2)C1 (stereo not drawn)	6%	7%	10%
COc1ccc(OC)c(S(=O)(=O)N(C)CC(=O)N2CCN(c3ccc(F)cc3)CC2)c1	5%	-25%	0%
CCOC(=O)c1c(NC(=O)CCCOc2ccc(C)cc2)sc2c1CCC(C)C2 (stereo not drawn)	nt	-2%	-19%
COc1ccc(C(=O)Nc2nc(-c3nnn(-c4ccc(C(C)C)cc4)c3C)ns2)cc1	nt	13µM*	?
CCOC(=O)N1CCC(N2C(=O)c3ccc(C(=O)NCCC(C)C)cc3C2=O)CC1	-3%	-2%	-6%
Cc1ccc(-c2cn3c(n2)sc2cc(C(=O)NCCCc4ccccc4)ccc23)c(C)c1	nt	23µM*	-1%
Cc1ccc(CN(C)C(=O)c2cc(Br)c(Br)s2)o1	-15%	?	9%
O=C(NCc1ccc2c(c1)CCN2C(=O)c1ccncc1)c1ccc(Cl)cc1	nt	?	0%
CC(=O)c1cccc(NC(=O)NNC(=O)c2ccc(Cl)cc2Cl)c1	1%	-15%	1%
CCC(c1ccccc1)c1nc(-c2ccccn2)no1 (stereo not drawn)	6%[2.35 µM]	-15%	-5%
COc1ccc(CCNC(=O)CN2CCN(Cc3ccccc3F)C2=O)cc1OC	0%	-6%	4%
CCOc1ccc(S(=O)(=O)Nc2ccccc2C(=O)N(C)C2CCN(C)CC2)cc1	nt	-6%	3%
CCn1c(=O)c(C(=O)NCc2ccc(OC)c(OC)c2)c(O)c2ccccc21	-3%	-27%	-11%
CN(C)c1ccc(NC(=O)Cc2ccccc2)c2ccccc12	-7%	-17%	12%
CCOC(=O)c1ccc(NS(=O)(=O)c2ccc(-c3coc(C)n3)cc2)cc1	-8%	-28%	-2%
Cc1nnc(SCc2ccc(F)cc2)s1	9%	-14%	-4%
NC(=O)N/N=C/c1ccc([N+](=O)[O-])o1	-9%&-25%&-5%	16µM*	2%
COc1ccccc1NC(=O)NN1CCCCC1	-5%	-1%	13%
CCN(C(=O)CSc1nc2nc(C)cc(C)n2n1)c1cccc(C)c1	-2%	3%	-8%
CCn1c(SCC(=O)N2CCCc3ccccc32)nnc1-c1ccco1	1%	-3%	-10%
CC(C)(C)c1ccc(C(=O)NC2CCS(=O)(=O)C2)cc1 (stereo not drawn)	-16%	6%	-1%
CCOC(=O)c1ccc(S(=O)(=O)N(CCO)Cc2cc3cc(OC)c(OC)cc3[nH]c2=O)cc1	9%	6%	-5%
Cc1c(C=NNC(=O)c2ccc(Br)cc2)c2ccccn2c1C(=O)c1ccncc1	nt	-25%	6%
CC(NC(=O)CCNS(=O)(=O)c1ccc2c(c1)oc(=O)n2C)c1ccccc1 (stereo not drawn)	1%	1%	22%
Cn1c(Sc2ccc(Br)cc2)c(C=O)c2ccccc21	?	?	-3%
COc1cccc(Cn2c(=O)c(-c3ccccc3)nc3cnc(OC)nc32)c1	0%	11%	nt
CCC(=O)NC(c1ccc(OC)cc1)c1cc(Cl)c2cccnc2c1O (stereo not drawn)	-8%	5.8µM*	?
Cc1cc(/C=C2/NC(=O)N(Cc3ccccc3F)C2=O)c(C)n1-c1ccccn1	-8%	5%	7%
Clc1ccc(-c2nc(N3CCCCC3)nc3ccccc23)cc1	9%	?	-5%
O=C(COC(=O)/C=C/c1ccc(F)cc1)Nc1ccccc1-c1ccccc1	4%	-3%	5%
O=c1[nH]c2cc3c(cc2cc1CN(Cc1ccccc1)Cc1nnnn1Cc1ccco1)OCCO3	-17%	?	-19%
CC1CC(C)CN(C(=O)CSCC(=O)O)C1 (stereo not drawn)	-1%	4%	-2%

Additional compounds.
SMILES	N370S GC	TDP1 cell CPT	FEN1 inhibitor
COc1ccc(Cl)cc1C(=O)NCc1ccc2c(c1)OCO2	?	31%[activator]	0%
COCCN(Cc1ccccc1)C(=O)Cc1ccc(OC)c(S(=O)(=O)N2CCOCC2)c1	-2%	-27%	5%
O=C1C=C(NCc2ccccc2)CCC1	13%	-4%	-4%
CC(=O)N(C)C1(c2nnnn2CCOC(=O)Nc2ccc(Cl)cc2)CCCCC1	2%	-7%	-5%
CC(C)OCCCNC(=O)c1cc(S(=O)(=O)N2CCc3ccccc32)cn1C	-9%	-3%	-4%
COc1ccccc1/C=C/C1(C(=O)NC2CCCC2)CC(=O)N1c1ccc(F)cc1 (stereo not drawn)	10%	18µM*	-11%
CN1C(=O)CSC1=NCC12CC3CC(CC(C3)C1)C2	23%	-29%	0%
Cc1ccccc1N(CC(=O)N1CCCCCC1)S(C)(=O)=O	-7%	21%	-1%
Cc1nn(CC(=O)NCCc2ccco2)c(=O)c2nn(-c3ccccc3)c(C)c12	-3%	2%	-14%
CC(=O)N1CCN=C1SCc1cccc(Cl)c1	-3%	-9%	-4%
COc1ccc(Br)cc1/C=N/NC(=O)c1ccc2nc[nH]c2c1	-24%	0%	10%
COc1ccccc1CN1C(=S)SC(C)(C)C1NO (stereo not drawn)	20%	-20%	-8%
CC(=O)CC(CC(=O)NC1CCCCC1)c1ccccc1 (stereo not drawn)	nt	-8%	1%
COc1ccc(NC(=O)COc2cc(C)cc(C)c2)cc1S(=O)(=O)N1CCCCC1	-1%	7.3µM*	0%
Cc1cccc(NC(=O)/C(=C\c2ccco2)NC(=O)c2ccccc2)c1	-1%	-3%	2%
N#Cc1nc(COc2ccc(Cl)cc2)oc1N1CCCC1	13%	-22%	12%
Nc1nc(Cl)cc(N2CCCC2)n1	6%	1%	-4%
C#CCCc1cocc1/C=[N+](\[O-])c1ccc(C(=O)OCC)cc1	nt	-2%	-20%
CN(CCCNC(=O)c1cc2c(Cl)nc3ccccc3c2s1)Cc1ccccc1	-18%	15µM*	?
COc1ccc(N(Cc2cc(=O)[nH]c3ccccc23)C(=O)C(C)C)cc1	4%	4%	-13%
CCCn1c(SCC(=O)N2CCCCC2)nnc1-c1ccco1	8%	-7%	-3%
Cc1cc(C(C)(C)C)cc(S(=O)(=O)NCCc2ccncc2)c1C	-6%	?	-15%
COc1ccc(C(=O)O)cc1NC(=S)NC(=O)C(c1ccccc1)c1ccccc1	16%	-27%	0%
CN(CC1COc2ccccc2O1)C(=S)Nc1ccccc1F (stereo not drawn)	9%	5%	-14%
CCC(NC(=O)Cc1c(C)c2cc3c(cc2oc1=O)OC(C)(C)CC3)C(=O)O (stereo not drawn)	?	10%	-5%
O=C(CSS(=O)(=O)O)N1CCN(C(=O)c2ccoc2)CC1	5%	13%	14%
Brc1ccc(-c2cn3nc4c(nc3n2)CCCC4)cc1	6%	-11%	-1%
O=c1c2cnn(-c3ccccc3)c2nc(-c2ccco2)n1-c1ccccc1	3%	?	-1%
C=COCCn1c(-c2nonc2N)nc2ccccc21	4%	?	-5%
O=C(C[C@@H]1C/C=C\CCCC(=O)OC[C@@H]2CCCN2C1=O)N[C@@H](CO)Cc1ccccc1	nt	-16%	22%

Structures above containing a tert-butyl group (2):
SMILES	N370S GC	TDP1 cell CPT	FEN1 inhibitor
CC(C)(C)c1ccc(C(=O)NC2CCS(=O)(=O)C2)cc1 (stereo not drawn)	-16%	6%	-1%
Cc1cc(C(C)(C)C)cc(S(=O)(=O)NCCc2ccncc2)c1C	-6%	?	-15%

As entered above:
Under TDP1 cell CPT, CC(C)OCCCNC(=O)c1cc(S(=O)(=O)N2CCc3ccccc32)cn1C has the entry -3%
Under N370S GC, CN(CC1COc2ccccc2O1)C(=S)Nc1ccccc1F (stereo not drawn) has the entry 9%

Structures above with an aryl thioether with sulfur outside any ring, in the order listed:
SMILES	N370S GC	TDP1 cell CPT	FEN1 inhibitor
CCCc1cc(=O)[nH]c2nnc(SCC(=O)Nc3nnc(SCC)s3)n12	0%	8%	-5%
O=C(CSc1ccc(-c2ccco2)nn1)NCc1ccc(F)cc1	23%	-11%	10%
O=C(CCc1nc2ccccc2c(=O)[nH]1)Nc1nnc(SCc2ccccc2)s1	0%	-2%	-1%
Cc1cc(C(=O)CSc2nnc(C3CC3)n2C2CC2)c(C)n1C(C)C	nt	-5%	-2%
COC(=O)c1ccc(CSc2nc(-c3ccccc3)cs2)o1	1%	-14%	7%
Cc1nnc(SCc2ccc(F)cc2)s1	9%	-14%	-4%
CCN(C(=O)CSc1nc2nc(C)cc(C)n2n1)c1cccc(C)c1	-2%	3%	-8%
CCn1c(SCC(=O)N2CCCc3ccccc32)nnc1-c1ccco1	1%	-3%	-10%
Cn1c(Sc2ccc(Br)cc2)c(C=O)c2ccccc21	?	?	-3%
CCCn1c(SCC(=O)N2CCCCC2)nnc1-c1ccco1	8%	-7%	-3%

More entries
SMILES	N370S GC	TDP1 cell CPT	FEN1 inhibitor
O=C(COc1ncnc2sccc12)N1CCN(c2ccccc2)CC1	1%	-21%	7%
COc1ccc(C(=O)Nn2cnc3ccccc3c2=O)cc1[N+](=O)[O-]	-10%	-5%	-17%
COc1ccc(CNC(=O)C(=O)NCC2CCCN2S(=O)(=O)c2ccccc2)cc1 (stereo not drawn)	0%	?	-3%
CCc1ccc(N=C2NC(=O)/C(=C/c3ccc(OCC(=O)O)c(OC)c3)S2)cc1	-10%	-6%	?
CCN(CC)c1ccc(/C=C(\C#N)C(N)=O)cc1	-8%	-5%	3%

This is a subset, so the mix of outcomes need not match the whole.
